Compound activity (PubChem)
D2 antagonist: antagonists of human D2 dopamine receptor | 2% of 340,000 active | HEK293 TREx D2 cells, calcium flux, dopamine EC80 | inhibition, % at 10 µM; in the data active means inhibition above about 30%; further: 0% is about no effect
Target sequence (P14416 whole entry, looked up): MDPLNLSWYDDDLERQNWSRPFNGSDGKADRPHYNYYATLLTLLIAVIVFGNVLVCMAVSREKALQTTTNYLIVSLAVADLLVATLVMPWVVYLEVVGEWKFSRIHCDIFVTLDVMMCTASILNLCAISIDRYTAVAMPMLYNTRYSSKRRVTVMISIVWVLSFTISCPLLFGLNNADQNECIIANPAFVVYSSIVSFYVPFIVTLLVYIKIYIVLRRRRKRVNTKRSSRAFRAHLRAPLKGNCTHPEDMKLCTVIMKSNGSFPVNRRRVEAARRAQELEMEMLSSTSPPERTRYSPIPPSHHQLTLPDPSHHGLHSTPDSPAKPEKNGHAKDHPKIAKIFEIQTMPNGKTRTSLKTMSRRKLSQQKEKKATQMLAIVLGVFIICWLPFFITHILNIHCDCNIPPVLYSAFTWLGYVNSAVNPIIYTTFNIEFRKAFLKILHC
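Calcium flux kinetic readout in an inducible HEK293 TREx D2 line plated overnight at 30 C. After 180 s compound exposure, an EC80 dopamine challenge follows with another 180 s kinetic read to detect antagonism.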
USP1-UAF1 inh: blocks the human USP1/UAF1 deubiquitinase complex; O94782; recombinant USP1/UAF1, Ub-Rhodamine cleavage fluorescence; Potency, µM (series often up to 57.1 µM), for the others: at the highest dose activity change, negative = inhibition, hits mostly inhibitors; 0.23% of 390,000 active; AID 743255; further: potency means the concentration at half of the fitted maximal effect; on the % scale 0 is the no-effect control and ±100 the full control effect; nearly all actives have a fitted effect of over 60% in size; inactives centre near -12
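1 nM enzyme complex + cpd, 15 min RT; start with Ub-Rho 150nM final; kinetic fluorescence ex 480/em 540, 6 reads q60 s. Buffer 50mM HEPES pH 7.8, 0.5mM EDTA, 0.1 mg/ml BSA, 1mM TCEP, 0.01% Tween-20.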
TrxR1 inh: blocks rat thioredoxin reductase 1. Potency, µM (highest dose often 114 µM), without a hit: at the top dose activity change, negative = inhibition, most hits filed as inhibitors. 1% of 390,000 active. O89049. recombinant rTrxR1, NADPH fluorescence consumption, selenite substrate; further: potency means the concentration at half of the fitted maximal effect; on the % scale 0 is the no-effect control and ±100 the full control effect; nearly all actives have a fitted effect of over 65% in size
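Rat TrxR1 (90 nM in the dispensed reagent) was pre-reduced with 400 uM NADPH for 5 min at room temperature, then incubated with compound for 15 min. After 400 uM selenite was added, NADPH fluorescence (Ex 340/Em 450 nm) was followed for 8 min.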
TRHR PAM: TRH receptor (human) allosteric enhancement; TRHR cells, fluo-8 calcium fluorescence, EC20 TRH enhancement; enhancement, % at 2 µM; 0.66% of 360,000 active; AID 493056; in the data active means enhancement above about 30%; further: 0% is about no effect
Target sequence (P34981 whole entry, looked up): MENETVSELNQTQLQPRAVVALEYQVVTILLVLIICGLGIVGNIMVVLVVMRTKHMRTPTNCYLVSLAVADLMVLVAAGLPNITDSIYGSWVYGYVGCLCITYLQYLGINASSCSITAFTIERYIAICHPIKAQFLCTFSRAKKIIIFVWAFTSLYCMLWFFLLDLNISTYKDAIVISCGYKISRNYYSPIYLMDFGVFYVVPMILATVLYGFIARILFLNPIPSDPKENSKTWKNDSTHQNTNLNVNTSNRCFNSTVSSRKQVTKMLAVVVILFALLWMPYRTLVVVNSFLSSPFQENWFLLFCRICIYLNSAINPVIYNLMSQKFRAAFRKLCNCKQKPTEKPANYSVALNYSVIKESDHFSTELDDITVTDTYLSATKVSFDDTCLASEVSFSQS
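TRHR-expressing cells loaded with fluo-8 calcium dye were read kinetically (ex 480/em 530) during compound addition, then stimulated with an EC20 of TRH (10 nM final). Enhancement of the Gq-mediated intracellular calcium response was scored.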
Pin1 inh: inhibitors of human Pin1 | Q13526 | Pin1 FP peptide displacement, HiFluor488, 10 min | Potency, µM (titrated, usually from 115 µM), without a hit: at the top dose activity, negative = inhibition, most hits filed as inhibitors | 0.009% of 390,000 active | AID 504891; active means well fitted inhibition curve with a large enough effect in the polarisation, with a control signal flat, not every such curve was filed as active; inconclusive means small, poorly fitted or top-dose-only effect, or effect the other way, or a change in a side signal; inactive means no such curve, though single readings can be large or run the other way; the % refers to the polarisation; further: potency means the concentration at half of the fitted maximal effect; on the % scale 0 is the no-effect control and ±100 the full control effect
Target sequence (Q13526 whole entry, looked up): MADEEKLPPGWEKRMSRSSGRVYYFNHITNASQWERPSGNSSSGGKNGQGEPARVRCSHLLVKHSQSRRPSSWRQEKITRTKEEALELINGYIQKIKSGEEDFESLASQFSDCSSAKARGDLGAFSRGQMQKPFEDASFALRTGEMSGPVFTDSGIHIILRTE
IDH1 R132H inh: inhibitors of human mutant IDH1 R132H. IDH1-R132H enzyme, NADPH consumption, diaphorase/resazurin fluorescence. Potency, µM (series often up to 76.6 µM), without a hit: at the highest dose activity change, negative = inhibition, usual class: inhibitors. 0.093% of 390,000 active. AID 602179; further: potency means the concentration at half of the fitted maximal effect; on the % scale 0 is the no-effect control and ±100 the full control effect; nearly all actives have a fitted effect of over 65% in size
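IDH1-R132H (0.5 ug/mL dispensed) in pH 7.5 Tris buffer was preincubated 30 min with compound, then given a substrate mix of 0.016 mM NADPH and 2 mM alpha-KG for 80 min at room temperature; remaining NADPH was read by diaphorase/resazurin fluorescence.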
TrxR1 substrate: rat thioredoxin reductase 1 substrate activity | AID 588456 | 0.01% of 390,000 active | O89049 | purified TrxR1 substrate turnover, NADPH consumption readout | Potency, µM (doses to about 114 µM), for the others: at the highest dose activity change, negative = substrate turnover; further: potency means the concentration at half of the fitted maximal effect; on the % scale 0 is the no-effect control and ±100 the full control effect; nearly all actives have a fitted effect of over 50% in size
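Rat TrxR1, dispensed at 90 nM, was prereduced with 400 uM NADPH (final) for 5 min at ~22 deg C, then incubated with compound 15 min before 400 uM selenite. A first-read NADPH fluorescence drop versus no-compound background flagged substrates.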
D2 agonist: agonists of human D2 dopamine receptor. P14416. AID 485358. 0.53% of 340,000 active. HEK293 T-REx D2 cells, calcium flux agonist mode. activation, % at 2 µM;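 active means activation over 3 SD above normal in the single-dose calcium agonist read, cut at about 30% in these data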; further: 0% is about no effect
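HEK293 Trex D2 cells, tetracycline-induced, o/n 30 C 5% CO2; no-wash Ca dye, RT 30–90 min; 10-cycle baseline, 23 nl cpd added, kinetic Ca read 180 s; agonist hits = positive Ca response.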
TRHR agonist: agonists of human TRH receptor | P34981 | TRHR cells, calcium flux fluo-8, FDSS agonist mode | activation, % at 2 µM | 0.18% of 360,000 active; in the data active means activation above about 30%; further: 0% is about no effect
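TRHR-expressing cells loaded with fluo-8 calcium dye; 23 nL library compound pin-transferred, kinetic FDSS fluorescence (Ex 480/Em 530) recorded about 180 s for agonist-induced calcium release, before a 10 nM TRH EC20 addition for potentiator mode.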
* = called active by the depositor; ? = inconclusive; nt = not tested or not shown; & = joins results of further samples; [ ] = dose if it differs, or a comment. Unless noted, the call rests on the fitted dose curve; in most records, active means well fitted inhibition curve with a large enough effect; inconclusive means small, poorly fitted or top-dose-only effect; inactive means no such curve, though single readings can be large or run the other way. The list is partial; count on the stated rates, not on these rows.

SMILES	D2 antagonist	USP1-UAF1 inh	TrxR1 inh	TRHR PAM	Pin1 inh	IDH1 R132H inh	TrxR1 substrate	D2 agonist	TRHR agonist
Cc1ccc2nc(-c3ccc(NC(=O)COc4ccccc4)cc3)sc2c1	nt	-10%	6%	8	12%	-9%	27%	0.5	-0.7
Cc1cc([N+](=O)[O-])nn1CC(=O)Nc1ccc(Cc2ccncc2)cc1	-5	0%	-3%	-4	-2%	4%	-5%	0.8	0.7
Cc1ccc(C(=O)NN=C2CCCCCC2)s1	1	-4%	2%	-9	4%	7%	-3%	1.0	1.0
CSc1ccc(C2C(C#N)=C(N)N(c3ccccc3)C3=C2C(=O)CCC3)cc1 (stereo not drawn)	-3	-16%	6%[57.1 µM]	5	4%	-2%	6%[57.1 µM]	0.4	-0.2
COc1cc(OC)cc(C(=O)OCC(=O)c2cc(C)n(CC3CCCO3)c2C)c1 (stereo not drawn)	-6	-15%	-5%	-5	-5%	-12%	-10%	0.2	0.0
CCn1nnnc1SCCSc1nnnn1CC	-5	-8%	25%	-3	-8%	1%	5%[57.1 µM]	-0.4	1.2
COc1ccccc1CNC(=O)CCC1N=C2c3ccccc3N=C(SCC(=O)NCCc3ccc(OC)c(OC)c3)N2C1=O (stereo not drawn)	nt	-6%	2%[57.1 µM]	-5	0%	8%	-5%[57.1 µM]	0.2	0.4
NC(=O)N/N=C/c1coc2ccc3ccccc3c2c1=O	-7	-12%	34%	-3	9%	5%	5%	0.4	-0.2
Cc1ccc(C(CNS(=O)(=O)c2ccc(F)cc2)N2CCN(C)CC2)cc1 (stereo not drawn)	-8	-15%	-9%	8	-7%	4%	-6%	0.5	0.4
COc1ccc(C)cc1S(=O)(=O)Nc1cccc(-c2cn3cccnc3n2)c1	-12	-5%	-16%[57.1 µM]	31*	7%	-9%	58%[activator][57.1 µM]	0.5	0.2
COC(=O)c1ccc2oc(=O)c(S(=O)(=O)c3ccc(C)cc3)cc2c1	nt	8%	25%	0	2%	0%	3%	0.5	-0.4
Cc1cc(=O)oc(C)c1C(=O)NCCCN1C(C)CCCC1C (stereo not drawn)	-5	-8%	-4%	0	?	7%	1%	0.4	-0.6
CC(C)N(Cc1ccccc1)C(=O)Cn1c(=O)cnc2ccccc21	3	-18%	22%	-1	2%	-3%	5%	0.6	-0.9
O=C(NCc1ccco1)c1ccccc1-c1ccccc1	nt	-19%	13%	-2	4%	5%	5%	nt	-0.5
CC(Sc1nnc(Cc2ccccc2)o1)C(=O)Nc1ccccc1[N+](=O)[O-] (stereo not drawn)	13	-14%	11%	5	-4%	-3%	-5%	-0.1	0.0
Cc1ccc(NC(=S)N(CCCN2CCOCC2)Cc2ccccn2)cc1	25	-4%	-21%	9	-5%	2%	-8%	1.0	2.0
CC(C)Cc1[nH]c(=O)c(C#N)c2c1COC(C)(C)C2	0	-4%	-1%	0	0%	-3%	34%	0.9	0.4
Cc1cccc(NC(=O)CSc2nnc(CNC(=O)c3cccs3)o2)c1C	2	5%	-7%[57.1 µM]	8	-11%	13%	-1%[57.1 µM]	-0.1	-0.1
CCOC(=O)/C(C#N)=C/c1ccc(N2CCN(C)CC2)cc1	13	-9%	2%	-4	23%	20%	5%[57.1 µM]	1.4	2.0
Cc1ccc(S(=O)(=O)N2CCCCC2)cc1NS(=O)(=O)c1ccccc1F	nt	-9%	28%	nt	-3%	-9%	3%	nt	nt
OC(COCC1COc2ccccc2O1)CN1CCN(c2ccccn2)CC1 (stereo not drawn)	83*	-14%&-8%	10%	0	6%&-4%	-8%&3%	0%	77*	0.1
CCOC(=O)c1ccccc1-c1csc(NS(=O)(=O)c2ccc(Cl)cc2)n1	19	-12%	2%[57.1 µM]	-11	-7%	-5%	6%[57.1 µM]	-0.2	-0.9
Cc1cc(C)nc(SCc2nnc(SCC(=O)Nc3nc(-c4ccccc4)cs3)n2C)n1	5	-23%	-12%	0	11%	0%	-3%	-1.0	1.9
Cc1ccc(N(C)S(=O)(=O)c2cccc(C(=O)NNC(=O)c3ccncc3)c2)cc1	13	4%	11%	-2	-10%	1%	-1%	-0.3	0.1
Cc1ccc(N(C(=O)c2csnn2)C(C(=O)NC2CCCC2)c2ccccn2)cc1 (stereo not drawn)	2	-16%	21%[57.1 µM]	-9	3%	5%	9%[57.1 µM]	0.3	0.9
SMILES	D2 antagonist	USP1-UAF1 inh	TrxR1 inh	TRHR PAM	Pin1 inh	IDH1 R132H inh	TrxR1 substrate	D2 agonist	TRHR agonist
COc1ccc(-c2[nH]ncc2CN2CCCC(C(=O)c3ccc(OC)cc3OC)C2)cc1 (stereo not drawn)	1	-15%	-51%	13	2%	-2%	9%[57.1 µM]	-0.4	0.6
N/C(=N\OC(=O)Nc1ccc(Cl)cc1)c1ncc(C(F)(F)F)cc1Cl	22	-18%	23%	10	2%	6%	7%	0.8	0.4
C[C@]12c3[nH]c4ccc(Cl)cc4c3CCN1C(=O)[C@@H](CC(=O)NCCCn1ccnc1)C[C@@H]2C(=O)N1CCOCC1	nt	-17%	10%	nt	15%	-10%	-7%	nt	nt
CCN(C[C@H]1N[C@@](CC)(C(=O)OC)[C@H]2C(=O)N(C)C(=O)[C@@H]12)C(=O)c1ccccc1	nt	-29%	5%	nt	0%	-2%[38.3 µM]	0%	nt	nt
CCN(c1cccc(C)c1)S(=O)(=O)c1nnc(NC(=O)c2ccco2)s1	-6	-23%	?	3	-5%	0%	2%	0.7	-0.2
CCCCNC(=O)CNC(=S)N(Cc1ccccc1)Cc1cccs1	4	3%	4%	-1	0%	4%	7%[57.1 µM]	-0.5	-1.8
Cc1ccn2cc(-c3ccc(C)c(NS(=O)(=O)c4ccc(Cl)cc4)c3)nc2c1	nt	-31%	34%	-6	34%[activator]	33%[activator]	12%	0.4	-0.6
COc1cccc(C(=O)NC2CCN(CC(=O)NCc3ccccc3OC)CC2)c1	-13	-2%	-9%	4	0%	-4%	-9%	-0.4	-0.1
Oc1ccc(NCc2cccc(OCc3ccccc3)c2)cc1	7	?	7%[57.1 µM]	-5	?	9%	0%	1.0	1.0
O=C(CC(c1ccccc1)c1ccccc1O)NCCc1ccccc1 (stereo not drawn)	17	?	23%[57.1 µM]	1	6%	0%	15%[57.1 µM]	-0.2	-0.1
c1csc(-c2noc(CN3CCOCC3)n2)c1	-22	-4%	3%	0	0%	7%	4%	-0.2	0.6
O=C1CN2NC(=S)N(c3ccccc3)C2=CN1c1ccc(Cl)cc1	-10	-12%	13%	-1	-12%	11%	0%	0.7	0.3
C=CCN1C=C2C(=O)C(C)(OC(=O)c3cccs3)C(=O)C=C2C=C1CCCC(=O)OC (stereo not drawn)	-2	?	-20%	-1	-17%	0%	-9%	-0.5	-0.2
CCCCc1nn2c(=O)cc(COC(=O)c3ccc(NC(=O)CCc4ccccc4)cc3)nc2s1	nt	?	10%[57.1 µM]	2	0%	0%	-4%[57.1 µM]	1.8	1.8
COc1ccc(C(=O)NCC(=O)OCCCOC(=O)CNC(=O)c2ccc(OC)c(OC)c2)cc1OC	nt	-20%	3%	-3	-9%	11%	-2%	nt	-0.2
COCCn1c(-c2ccccc2Cl)nc2c(c(=O)c3ccccc3n2C)c1=O	nt	-16%	12%	-5	5%	4%	6%	nt	-1.4
CCCCNc1nc2c(-c3ccccc3)nnn2c2ccccc12	-9	-20%	20%	-2	1%	1%	12%	0.4	-1.3
C[C@@H]1CCC[C@]2(O[C@H](CCO)C[C@H](O)[C@H]2O)O1	-19	-2%	13%[57.1 µM]	6	4%	3%	12%[57.1 µM]	-2.5	-0.1
CCOC(=O)c1c(C)n(C)c2cc(Br)c(C)cc12	11	-13%	20%	-6	4%	0%	7%	-0.3	-0.6
CCOC(=O)C1=C(C)NC(=O)NC1c1cc2c(cc1Br)OCO2 (stereo not drawn)	-11	-22%	12%	-4	40%	8%	4%	0.0	-0.4
CC(=O)c1c(C)oc2ccc(N(C(C)=O)S(=O)(=O)c3ccc(Br)cc3)cc12	nt	-21%	-10%	nt	12%	6%	-1%	nt	nt
CCOC(=O)CN1C(=O)C(O)(CC(=O)c2ccco2)c2ccccc21 (stereo not drawn)	13	-14%	12%[57.1 µM]	-2	-1%	-1%	13%[57.1 µM]	0.5	0.5
CC(OC(=O)/C=C/c1ccc(Br)cc1)C(=O)N1CCOCC1 (stereo not drawn)	-6	6%	3%	4	-1%	1%	-6%	0.3	0.1
O=C1CC(=O)N(c2ccccc2)N1c1ccccc1	nt	-21%	?	-7	-1%	5%	-7%	nt	-0.4
O=C(Nc1ccc(Cl)cc1)NC1CCCC1Cc1ccco1 (stereo not drawn)	53*	-9%	-20%	-10	23%	5%	-1%	0.9	1.0
O=C(O/N=C/C1=C(Cl)c2ccccc2CC1)c1ccc(F)cc1	-9	-10%	17%[57.1 µM]	16	2%	11%	6%	-0.1	0.4
COc1ccc(NC(=O)c2ccc(OCC3CCCO3)cc2)cc1Cl (stereo not drawn)	47*	-19%	11%	-7	-2%	5%	0%	1.2	0.4
Cc1nc(SCC(=O)N2c3ccccc3NC(=O)CC2C)c2c(C)c(C)sc2n1 (stereo not drawn)	0	-16%	9%[57.1 µM]	8	11%	-3%	9%[57.1 µM]	0.1	0.5

Structural class: those above containing bromine
SMILES	D2 antagonist	USP1-UAF1 inh	TrxR1 inh	TRHR PAM	Pin1 inh	IDH1 R132H inh	TrxR1 substrate	D2 agonist	TRHR agonist
CCOC(=O)c1c(C)n(C)c2cc(Br)c(C)cc12	11	-13%	20%	-6	4%	0%	7%	-0.3	-0.6
CCOC(=O)C1=C(C)NC(=O)NC1c1cc2c(cc1Br)OCO2 (stereo not drawn)	-11	-22%	12%	-4	40%	8%	4%	0.0	-0.4
CC(=O)c1c(C)oc2ccc(N(C(C)=O)S(=O)(=O)c3ccc(Br)cc3)cc12	nt	-21%	-10%	nt	12%	6%	-1%	nt	nt
CC(OC(=O)/C=C/c1ccc(Br)cc1)C(=O)N1CCOCC1 (stereo not drawn)	-6	6%	3%	4	-1%	1%	-6%	0.3	0.1
